KB-3-1 tox – qHTS assay for MDR1-selective chemotherapeutics: Primary screen using the parental adenocarcinoma cell KB-3-1; 400,000 tested, 1.4% active; Potency, µM (titrated, usually from 46.1 µM), for inactives: at the highest dose activity change, negative = cytotoxic, actives largely listed as cytotoxic; KB-3-1 viability, CellTiter-Glo ATP luminescence, 72 h; note: potency is the fitted concentration of half-maximal effect; % is set by controls: 0 for no effect and ±100 for the full control effect; nearly all actives have a fitted effect of over 60% in size
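Cytotoxicity measured as CellTiter-Glo luminescence after 72 h at 37 C. Compound titrations were pinned onto drug-naive KB-3-1 parental adenocarcinoma cells grown in DMEM with 10% FBS, and normalized data fitted to concentration-response curves.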
WRN helicase inh – qHTS for Inhibitors of WRN Helicase | WRN helicase unwinding, fluorescent forked duplex, kinetic | Potency, µM (series often up to 114 µM), inactives show top-dose activity change, negative = inhibition, usual class: inhibitors | 360,000 tested, 0.46% active; note: potency is the fitted concentration of half-maximal effect; % is set by controls: 0 for no effect and ±100 for the full control effect; nearly all actives have a fitted effect of over 55% in size
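Kinetic fluorescence helicase assay: unwinding of a quenched forked DNA duplex (100 nM final) with 2 mM ATP final raises red fluorescence (525/598 nm). Compounds sat 15 min at room temperature with 20 nM WRN beforehand.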
MCF10A rereplic – A quantitative high throughput screen for small molecules that induce DNA re-replication in MCF 10a normal breast cells; MCF 10A DNA re-replication, Hoechst nuclear intensity, 48 h; Potency, µM (titrated, usually from 46.1 µM), without a hit: at the highest dose activity, positive = re-replication, most hits filed as activators; 350,000 tested, 2.9% active; AID 624296, 2012; note: potency is the fitted concentration of half-maximal effect; % of control where 0% means no effect; nearly all actives have a fitted effect of over 50% in size
IL1B secr inh – qHTS for Inhibitors of Inflammasome Signaling: IL-1-beta AlphaLISA Primary Screen | 360,000 tested, 4.7% active | THP-1 LPS/ATP IL-1B secretion, AlphaLISA, 16 h; active compounds read low | activity change, % at 57.5 µM | AID 743279, 2014; in the data active = activity change below about -50%; inconclusive = mostly about -30% to -49%; note: % is set by controls: 0 for no effect and ±100 for the full control effect
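THP-1 cells pretreated 1 hr with compounds (up to 57.5 uM final), then stimulated with LPS (250 ng/mL final) plus ATP (1.25 mM final); secreted IL-1B measured by AlphaLISA after 16 hr, decreased signal indicating inhibition.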
KB-V1 cytotox – qHTS assay for MDR1-selective chemotherapeutics: Primary screen using the drug-selected MDR subline cells KB-V1; AID 1347076, 2019; KB-V1 MDR cells viability, CellTiter-Glo, 72 h; Potency, µM (titrated, usually from 46.1 µM), without a hit: at the highest dose activity change, negative = cytotoxicity, usual class: cytotoxic; 400,000 tested, 3.4% active; note: potency is the fitted concentration of half-maximal effect; % is set by controls: 0 for no effect and ±100 for the full control effect; nearly all actives have a fitted effect of over 60% in size
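In this primary screen, KB-V1 cells overexpressing P-gp are incubated with library compounds (lowest to highest concentration) for 72 h at 37 degrees C before a luminescent ATP viability read.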
ATXN2 expr inh – Primary qHTS for Inhibitors of ATXN expression | HEK-293 ATXN2-luciferase reporter, luminescence, 24 h | Potency, µM (highest dose often 57 µM), inactives show at the highest dose activity change, negative = inhibition, hits mostly inhibitors | 360,000 tested, 0.72% active; note: potency is the fitted concentration of half-maximal effect; % is set by controls: 0 for no effect and ±100 for the full control effect; nearly all actives have a fitted effect of over 55% in size
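qHTS (up to 57 uM final) was run with 24 h compound exposure of reporter cells at 37 °C. Each well was multiplexed: SteadyGlo luminescence measured ATXN2-luciferase expression after a fluorogenic Gly-Phe-AFC viability readout (25 uM final).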
SW480 rereplic – A quantitative high throughput screen for small molecules that induce DNA re-replication in SW480 colon adenocarcinoma cells. AID 624297, 2012. 340,000 tested, 1.8% active. Potency, µM (highest dose often 46.1 µM), inactives show top-dose re-replication activation, hits mostly activators. SW480 DNA re-replication, Hoechst DNA content imaging, 48 h; note: potency is the fitted concentration of half-maximal effect; % of control where 0% means no effect; nearly all actives have a fitted effect of over 55% in size
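Quantitative HTS format with DMSO vehicle controls; 48 hr drug incubation at 37 C, then 40 min Hoechst staining and scanning imager measurement at 405 nm excitation.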
HT1080 IDH1KD tx – qHTS for induction of synthetic lethality in tumor cells producing 2HG: qHTS for the HT-1080-IDH1KD cell line; HT-1080 IDH1 knockdown viability, ATP luminescence, 48 h; Potency, µM (doses to about 46.1 µM), inactives show at the top dose activity, negative = toxicity, actives largely listed as cytotoxic; 360,000 tested, 2% active; AID 686971, 2013;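 note: potency is the fitted concentration of half-maximal effect; 0% = DMSO wells and -100% = cell-free medium wells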
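Knockdown cells (IDH1KD HT-1080) received compounds 2 h after plating at 750 cells/well and were kept 48 h at 37 °C in 5% FBS RPMI. A CellTiter-Glo luminescence read gave % activity for curve fitting.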
HT1080NT lethal – qHTS for induction of synthetic lethality in tumor cells producing 2HG: qHTS for the HT-1080-NT fibrosarcoma cell line; AID 686970, 2013; HT-1080-NT fibrosarcoma viability, CellTiter-Glo ATP luminescence, 48 h; Potency, µM (doses to about 46.1 µM), inactives show at the top dose activity, negative = less viability, actives largely listed as cytotoxic; 360,000 tested, 1.6% active;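 note: NT is the 2HG producing partner of a matched IDH1 knockdown line; potency is the fitted concentration of half-maximal effect; 0% = DMSO-treated cells and -100% = media-only wells without cells; nearly all actives have a fitted effect of over 55% in size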
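Luminescent CellTiter-Glo readout after 48 hours of compound exposure at 37 degrees C defined viability of HT-1080-NT cells. Activity was normalized to DMSO wells and cell-free media wells; concentration-response curves were fitted and assigned curve classes.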
Numbers without * were called inactive; ? = inconclusive; / = not tested or not shown; [ ] = dose if it differs, or a comment. Unless noted, calls come from the whole dose curve; as a rule, active = well fitted curve in the direction sought with a large enough effect; inconclusive = small, poorly fitted or top-dose-only effect, or another doubt; inactive = no such curve, though single readings can be large; an effect the other way counts as inactive or inconclusive.

SMILES | KB-3-1 tox | WRN helicase inh | MCF10A rereplic | IL1B secr inh | KB-V1 cytotox | ATXN2 expr inh | SW480 rereplic | HT1080 IDH1KD tx | HT1080NT lethal
COc1ccc(OCC(=O)NC(CC(=O)O)c2ccc(OC)c(OC)c2)cc1 (configuration not stated) | 6% | -1% | -2% | 13 | 3% | 0% | -43%[inhibitor] | -2% | 8%
O=C(NCc1cccnc1)Nc1cccc(F)c1 | -8% | 2% | -1% | -3 | ? | / | -75%[inhibitor] | 10% | 7%
Cc1ccc(OCc2cc(C(=O)NC3CCc4ccccc43)no2)cn1 (configuration not stated) | -7% | 0% | 15% | 37 | -7% | -18% | ? | -10% | -21%
CCCCC(=O)N(C)c1c(C)nc2ccc(C(=O)N3CCCCC3)cn12 | 0% | -10% | / | -23 | 13% | 5% | / | ? | 5%
Cc1cccc(-n2c(SCC(=O)O)nc3sc4c(c3c2=O)CCC4)c1 | -5% | 4% | 1% | 27 | -20% | -6% | ? | -3% | -1%
CCCCC1=CC2=CC(=O)C(C)(OC(=O)CC)C(=O)C2=CN1C1CCCC1 (configuration not stated) | 0% | 2% | 0% | 89 | -2% | 1% | -23% | 11% | -2%
CCn1c(SCC(=O)N2CCCC(C)C2)nnc1-c1ccco1 (configuration not stated) | 15% | -20% | -1% | -3 | -22% | -3% | -10% | 10% | 12%
O=C(CCc1nc2ccccc2s1)OCC(=O)N1CCN(C(=O)c2ccco2)CC1 | 3% | 14% | -17% | 28 | 5% | 0% | -1% | -23% | 2%
CC(COc1ccc(/C=C/c2ccccc2)cc1)[N+](C)(C)C (configuration not stated) | -11% | 4% | ? | 151 | -2% | 1% | 3% | ? | ?
COc1ccc(CN2C[C@@H](CO)O[C@@H](n3cnc4c(N5CCCC5)ncnc43)C2)cc1 | 0% | 3% | / | 6 | -2% | -5% | / | -2% | -1%
Cc1[nH]c(=O)[nH]c(=O)c1S(=O)(=O)N1CCCC(C(=O)NCc2ccc3c(c2)OCO3)C1 (configuration not stated) | 0% | 4%[57.1 µM] | 2% | 6 | 10% | -24% | -5% | 12% | 16%
COc1ccc2nc(NC(=O)c3cnccn3)sc2c1 | 9% | -22%[57.1 µM] | 18% | -4 | ? | -36% | ? | 7.9µM* | 11µM*
O=C(Nc1cccc(O)c1)c1cc(-c2ccc3c(c2)OCO3)on1 | 0% | 4% | 2% | -8 | -9% | ? | 4% | ? | ?
c1ccc(-n2ncc3c(NCCCN4CCOCC4)ncnc32)cc1 | 11% | -16% | 7% | 0 | -1% | / | -15% | 11% | 11%
C=CCn1c(=O)n(CCC#N)c(=O)n(CCC#N)c1=O | 0% | 7% | -186%[0.0737 µM] | 0 | 24% | -4% | 0% | 4% | -1%
COc1ccc(C)cc1N(CC(=O)N/N=C/c1ccccc1C(=O)O)S(=O)(=O)c1ccccc1 | -6% | 1% | 8% | -2 | 11% | / | -6% | 3% | 0%
COc1ccc(CNc2n[nH]c(NCc3ccc(OC)c(OC)c3)n2)cc1OC | -1% | -1% | 5% | 17 | 11% | -19% | -6% | 1% | 2%
COc1ccc2nc(C)c3c(c2c1)OC(C)C3 (configuration not stated) | -2% | 16% | 4% | 5 | -5% | -5% | -3% | 6% | 29%
Cc1csc(-c2nc3ccccc3n2C(C(=O)NC(C)(C)C)c2cc3ccccc3o2)c1 (configuration not stated) | 1% | -10% | / | -19 | -24% | / | / | ? | ?
COc1ccc(Cl)cc1CNC[C@H]1O[C@@H](n2cnc3c(=O)[nH]c(N)nc32)[C@H](O)[C@@H]1O | -1% | 3% | / | -22 | -20% | 3% | / | 18% | -3%
Cc1ccc(N=Nc2c(O)ccc3n[nH]nc23)cc1 | -22% | 1% | -4% | 0 | -27% | / | -4% | -5% | 5%
C=CCNC(=O)/C(=C\c1ccc2c(c1)OCO2)NC(=O)c1ccc(Br)cc1 | 2% | 8% | -5% | 0 | 23µM* | 6% | -85%[inhibitor] | -3% | -8%
O=C(N1CCOCC1)C12CCC3CC(CC(C3)C1)C2 | 9% | -3% | 3% | 0 | ? | 3% | 0% | 27% | 17%
N#Cc1nc(-c2cccs2)oc1NCC1CCCO1 (configuration not stated) | 1% | -6% | -14% | 14 | ? | 5% | 7% | 3% | 4%
CCOc1ccc(Oc2nc(Nc3ccc(C)cc3)nc(N(C)C)n2)nn1 | -4% | 5% | 2% | ? | ? | -16% | 1% | -3% | -4%
O=Cc1cccn1Cc1ccccc1[N+](=O)[O-] | 1% | -8% | 5% | 16 | 36% | / | ? | 8% | 12%
COCCNC(=O)CSc1nc2cc3c(cc2c(=O)n1Cc1ccco1)OCO3 | 5% | 0% | 3% | 26 | ? | / | -13% | 3% | 6%
COC(=O)c1sc(NC(=O)CSc2n[nH]c(N)n2)c(C(=O)OC)c1C | 29% | 1% | 0% | 3 | 1% | -5% | 11% | -2% | -1%
Cc1cc(NC(=O)CCSc2nc(-c3ccco3)cc(C(F)(F)F)n2)no1 | -4% | 0% | -11% | 31 | 7% | -9% | -31%[inhibitor] | ? | ?
O=C(CNC(=O)c1cc(S(=O)(=O)N2CCCCC2)ccc1N1CCOCC1)Nc1ccc(F)c(F)c1 | 2% | -3% | 0% | -4 | 9% | -3% | 1% | -2% | 6%
COc1ccc(S(=O)(=O)NCC2CCCN(C(=O)c3cccs3)C2)cc1 (configuration not stated) | -4% | -6% | 2% | 19 | ? | 5% | -1% | 1% | -4%
O=C(NCC1CCCO1)C1CCN(S(=O)(=O)N2CCCC2)CC1 (configuration not stated) | 3% | -3% | 3% | 24 | -2% | 2% | -2% | -5% | -14%
O=c1cc(OCc2ccccc2)cc[nH]1 | 5% | 4% | 2% | -66* | ? | 6% | -10% | 8% | 13%
COc1ccccc1N(CC(O)CN1CCCC1)S(=O)(=O)c1ccccc1 (configuration not stated) | 14% | 5% | 0% | -4 | 7% | -7% | -17% | 2% | 6%
CCN(CC)CCCN(Cc1cc2cc3c(cc2[nH]c1=O)OCO3)C(=S)NCCCOC | -3% | -30% | 6% | -1 | 12% | -2% | -49%[inhibitor] | -1% | -5%
Cc1ccc(NC(=O)N(Cc2ccc3c(c2)OCO3)Cc2cc3cc4c(cc3[nH]c2=O)OCCO4)cc1 | 5% | 3% | 0% | ? | 2% | -10% | -2% | 4% | 9%
CN(C)c1ccc(C(=O)Nc2nnc(C3=COCCO3)o2)cc1 | 3% | -3% | -1% | -2 | ? | 22% | -6% | 15% | -1%
O=C1c2ccccc2C(O)N1Cc1ccccc1Cl (configuration not stated) | -11% | 8% | 1% | -19 | -2% | 3% | -11% | 1% | 8%
O=C(NCN1CCN(c2ccccn2)CC1)c1cnccn1 | -4% | -16% | -4% | 5 | ? | 11% | -2% | 8% | 19%
COc1ccc(CN2CC(C(=O)NCCCN3CCCC(C)C3)CC2=O)cc1 (configuration not stated) | 3% | 7% | 1% | 7 | 0% | 2% | -3% | 11% | 5%

Among those listed so far, these have a cyano group.
SMILES | KB-3-1 tox | WRN helicase inh | MCF10A rereplic | IL1B secr inh | KB-V1 cytotox | ATXN2 expr inh | SW480 rereplic | HT1080 IDH1KD tx | HT1080NT lethal
C=CCn1c(=O)n(CCC#N)c(=O)n(CCC#N)c1=O | 0% | 7% | -186%[0.0737 µM] | 0 | 24% | -4% | 0% | 4% | -1%
N#Cc1nc(-c2cccs2)oc1NCC1CCCO1 (configuration not stated) | 1% | -6% | -14% | 14 | ? | 5% | 7% | 3% | 4%

Next part
SMILES | KB-3-1 tox | WRN helicase inh | MCF10A rereplic | IL1B secr inh | KB-V1 cytotox | ATXN2 expr inh | SW480 rereplic | HT1080 IDH1KD tx | HT1080NT lethal
CCN(CCCNC(=O)CCn1c(=S)[nH]c2cc3c(cc2c1=O)OCO3)c1cccc(C)c1 | -18% | 1% | 1% | 49 | 18% | -25% | ? | 1% | 1%
CC(C)Cn1cnc2c1c(=O)n(CC(=O)O)c(=O)n2Cc1ccccc1 | -3% | -7% | 4% | 16 | 2% | -1% | -5% | 1% | 6%
CC(=O)Nc1ccc(NC(=O)C2CCCN(C(=O)c3ccc(Cl)cc3)C2)cc1 (configuration not stated) | 6% | 5% | -4% | 23 | -8% | -27% | -3% | -1% | 16%
Cc1nc2sc(C(c3ccccc3)N3CCN(CCO)CC3)c(O)n2n1 (configuration not stated) | 6% | -9% | 2% | 4 | 14% | -6% | -1% | 9% | -7%
CCc1ccc(NC(=O)N(CCCN2CCOCC2)C(C)c2cc3cccc(OC)c3o2)cc1 (configuration not stated) | ? | 1% | 23% | -14 | ? | -1% | 2%[9.22 µM] | 2% | -16%
C[C@@H]1CN([C@@H](C)CO)C(=O)c2cc(-c3cccnc3)cnc2O[C@H]1CN(C)C(=O)c1cccc(F)c1 | 4% | -6% | / | -2 | 9% | 9% | / | 19% | 5%
Cc1c(CCC(=O)NCCC(=O)O)c(=O)oc2cc3occ(-c4ccccc4)c3cc12 | 3% | -19% | 1% | 23 | 0% | -22% | ? | 5% | 3%

Screening results from PubChem.
